Screening data as filed in PubChem BioAssay.
SENP1 FRET inh = human SENP1 catalytic domain inhibitors, primary screen, biochemical, FRET, uHTS; Sentrin-specific protease 1 (Homo sapiens), Q9P0U3; recombinant SENP1 catalytic domain, CyPet-SUMO1-YPet FRET cleavage; inhibition, % at 10 µM; 0.21% of 360,000 active;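 active = inhibition at least 30% at 10 µM, raw YFP signal under a set limit, fluorescence ratio 0.5 to 1.5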;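 also: 0% = enzyme with DMSO and 100% = no enzyme wells; some results filed as inactive read as strong as hits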
Target sequence (Q9P0U3 419-644 limits assumed): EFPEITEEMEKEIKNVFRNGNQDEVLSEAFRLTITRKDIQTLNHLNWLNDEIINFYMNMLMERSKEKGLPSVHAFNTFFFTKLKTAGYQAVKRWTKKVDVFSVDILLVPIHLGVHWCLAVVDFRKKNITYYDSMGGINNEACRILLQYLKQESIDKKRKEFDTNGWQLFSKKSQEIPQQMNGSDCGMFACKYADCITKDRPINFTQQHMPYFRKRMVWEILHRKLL
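material = recombinant human SENP1 catalytic domain, His6-tagged | quantity = 20 pM enzyme | reagent = 25 nM SUMO1 FRET substrate | compound dosing = 10 µM single point, 0.5% DMSO | timing = 50 min enzyme reaction, room temperature, light-protected | detection = FRET, CFP and YFP emission | control set = no-enzyme low, enzyme-DMSO high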
The depositor's hits bear a star.

SMILES | SENP1 FRET inh
CCCCCCN1C[C@@H](O)[C@H](n2cc(-c3ccc(F)cc3)nn2)C[C@@H]1c1ccc(C)cc1 | 0
COc1ccc(NC(=O)C(c2ccncc2)n2c(=O)c(-c3cc4ccccc4[nH]3)nc3ccccc32)cc1 (stereo not given) | -15
CCN(CC)C(=O)C1=C(C)N(CCCN2CCCC2=O)C(=O)C(CC(=O)NCc2ccco2)C1 (stereo not given) | 1
NC(=O)c1c(N)[nH]c(C(=O)c2ccccc2)c1-c1ccccc1Br | -28
COc1ccccc1CNc1nc(NCc2ccccc2OC)c2sccc2n1 | 1
CCN(CC)CCC(O)(c1ccc2c(c1)OCO2)c1cc(OC)c(OC)c(OC)c1 (stereo not given) | 3
O=C1O[C@@H](c2ccccc2)C[C@@H](O)[C@H](O)CCc2ccccc21 | -1
O=S1(=O)CC(N2CCCCC2)CN1Cc1cn(Cc2ccc(C(F)(F)F)cc2)nn1 (stereo not given) | 2
O=C1c2ccccc2C(O)(c2ccccc2)N1c1ccc([N+](=O)[O-])cc1Cl (stereo not given) | -2
CCC1(c2ccc(F)cc2)NC(=O)N(CC(=O)Nc2cccc(S(=O)(=O)N3CCOCC3)c2)C1=O (stereo not given) | 0
Cc1cn([C@H]2C[C@H](O)[C@@H](CNCc3ccc(N4CCN(C)CC4)cc3F)O2)c(=O)[nH]c1=O | 1
CCCNC(=O)c1cc(C2CCCCN2C(=O)c2cc(OC)c(C)c(OC)c2)on1 (stereo not given) | 1
COCCCNC(=O)C(C#N)c1nc2ccccc2nc1N1CCN(Cc2ccccc2)CC1 (stereo not given) | 8
COc1cc(/C=N/Nc2nc(C)nc3c2cnn3-c2ccccc2)ccc1O | -39
CCc1nc2c(OCC(=O)c3ccc(Cl)cc3Cl)cccn2c1N(C)C(=O)COc1ccccc1 | -13
COc1ccc(Cl)cc1-c1cc(C(=O)Nc2ccc(F)cc2)[nH]n1 | 0
CC1(C(=O)Nc2cccnc2)Cc2c(-c3cccc(C(F)(F)F)c3)ccnc2O1 (stereo not given) | -2
O=[N+]([O-])c1cc(S(=O)(=O)N2CCCCCC2)ccc1F | 1
CC(=O)OC1C=CCC2C(=O)c3cccc(O)c3C(O)C12 (stereo not given) | 0
CCN1C[C@@H]2[C@@H]3C(=O)N(Cc4ccccc4)C(=O)[C@@H]3[C@](Cc3ccccc3)(C1=O)N2C(=O)c1ccc(Cl)cc1 | -9
C#CCOCCOCCOCCNc1nc(N2CCN(C(=O)Cn3cc(CCCN=C(N)N)nn3)CC2)nc(N2CCN(C(=O)Cn3cc(CC(C)O)nn3)CC2)n1 (stereo not given) | 1
Cc1c(N2C(=O)/C(=C\c3ccc(N(C)C)cc3)N(C)C2=S)c(=O)n(-c2ccccc2)n1C | 69*
O=C(CSc1nnc(CNC(=O)c2c(F)cccc2F)o1)c1ccc(Cl)cc1 | 1
O=[N+]([O-])c1cc(CN2CCCC2)c2cccnc2c1O | 0
Cn1cnc(S(=O)(=O)N2CCCCC2c2cc(C(=O)Nc3ccc(F)c(Cl)c3)no2)c1 (stereo not given) | 0
O=C1C[C@@H]2c3c(cccc3CN1Cc1ccccc1Cl)C[C@@H](O)[C@H]2O | -3
O=C(Nc1cccc(Cl)c1)c1nc[nH]c1C(=O)Nc1ccccc1F | 2
CCCCc1ccc(S(=O)(=O)NC(=O)C2(C)CCN2C(=O)c2ccccc2)cc1 (stereo not given) | 1
CCc1cc(-c2cnnn2Cc2ccccc2)ccc1-c1cn(CC(C)C)nn1 | 1
Cc1ccc(NCc2cccc(B(O)O)c2)cc1 | 1
COc1ccc(NC(C)c2ccccc2)cc1 (stereo not given) | -6
O=S1(=O)CCN(CCCc2ccccc2)CC1 | 2
CC[n+]1ccc(C[n+]2ccccc2)c2ccccc21 | 1
O=c1[nH]cnc2scc(-c3ccc(-c4ccccc4)cc3)c12 | 1
COCCN1C(=O)c2ccccc2C1c1nnnn1-c1ccc2c(c1)OCCO2 (stereo not given) | 3
COc1cccc(CN2CCC2(C)C(=O)Nc2ccc(C)c(O)c2)c1F (stereo not given) | 1
CCC1(OC(=O)CN(C)C)C(=O)OCc2c1cc1n(c2=O)Cc2cc3c(N)cccc3nc2-1 (stereo not given) | 3
CC(CCN1CCC(CN2C(=O)C(=O)NC[C@@H]2Cc2ccccc2)CC1)c1ccccc1 (stereo not given in full) | 1
CC(=O)Nc1ccc(S(=O)(=O)NN=c2sc3ccccc3n2C)cc1N | 17
O=C(CSc1nnc(-c2ccccc2F)n1C1CC1)N1CCCC1 | 2
O=c1cc(COn2nnc3ccc(C(F)(F)F)cc32)nc2sccn12 | 2
CCc1nc2c(OCC(=O)C(C)(C)C)cccn2c1N(C)C(=O)C(C)C | -1
O=c1[nH][nH]c2c1C(c1ccc(F)cc1)OC(CCc1ccccc1)C2 (stereo not given) | 1
CCCc1c(-c2ccc(F)cc2F)ncn1Cc1cccc(-c2ccccc2)c1 | -4
CSCc1nc2scc(-c3ccccc3)c2c(=O)[nH]1 | -7
C[C@@H]1CCCCO[C@H](CN(C)C(=O)Nc2ccc(C(F)(F)F)cc2)[C@@H](C)CN([C@H](C)CO)C(=O)c2cc(NC(=O)Nc3ccc4c(c3)OCO4)ccc2O1 | -1
Cn1c(=O)c2cc(NC(=O)Cc3ccccc3F)ccc2n1C/C=C/c1ccccc1 | 3
CC1=C(C(=O)N2CCCCCC2)CC(CC(=O)NCc2ccco2)C(=O)N1Cc1ccccc1 (stereo not given) | 1
O=C(NC1CCCCC1)C1c2ccccc2OCC(=O)N1Cc1ccco1 (stereo not given) | 1
CNc1cncc(-c2cccnc2)n1 | -10
Going on with the list.
SMILES | SENP1 FRET inh
O=S1(=O)CC(N2CCCC2)CN1Cc1ccccc1 (stereo not given) | 0
CC(C)[C@@H]1CC[C@@H](C)C[C@H]1O | -1
CCN(C(=O)COC(=O)c1ccccc1NCc1ccco1)c1c(N)n(Cc2ccccc2)c(=O)[nH]c1=O | -1
CC(=O)N1Cc2cc(C(=O)NCC(F)(F)F)nc(-c3cccc(-c4cccnc4)c3)c2[C@@H]1CCO | 2
CC(C)C[C@H]1CN(CCCC[C@@H]2CNC(=O)C(=O)N2Cc2ccccc2)C(=O)C(=O)N1CCc1ccc(O)cc1 | 0
CC(=O)N1CCN(S(=O)(=O)c2cccc(C(=O)NNC(=O)c3ccc(Br)cc3)c2)CC1 | 5
C[C@H](O)[C@@H]1C(=O)N2CCc3c([nH]c4ccccc34)[C@@H]2C[C@@H]1N(C)C(=O)Nc1ccccc1 | -102
COc1ccc(C(=O)CSc2nc3nn(-c4ccccc4)c(=O)c-3c3n2CCCCC3)c(OC)c1 | 0
CCOc1ccc(-n2c(COc3ccc(C)cc3)nnc2SCC(N)=O)cc1 | -2
CC(C)CNc1ncnc2c1ncn2[C@H]1CN(Cc2ccc(-c3ccccc3)cc2)C[C@@H](CO)O1 | -4
Cc1cc2nc(-c3cccc(Cl)c3)c(CC3CCCCC3)n2c(C)c1Br | -1
O=C(/C=C/[C@H]1O[C@@H](n2ccc(=O)[nH]c2=O)[C@H](O)[C@@H]1O)NCc1ccccc1 | 1
COc1ccc(OC)c(CN2CCN(C(=O)c3ccc(S(=O)(=O)N4CCCCCC4)cc3)CC2)c1 | 2
O=C(NCCC(F)(F)F)C1Cc2c(-c3ccccc3Oc3ccccc3)ccnc2O1 (stereo not given) | 0
COc1cc(/C=C2\SC(=O)N(CCN)C2=O)ccc1OS(=O)(=O)c1cc(C)ccc1C | 1
Cc1cccc(C)c1NC(=O)C1C(c2ccc3c(c2)OCO3)=Nc2ccccc2N1C(=O)c1cccc(C(F)(F)F)c1 (stereo not given) | 0
CCOC(=O)Cn1nc(C)c(NC(=O)c2cccc([N+](=O)[O-])c2)c1C | 3
Cc1cc(C)n2c(NC3CCCCC3)c(-c3ccccn3)nc2n1 | 23
COc1ccccc1Cc1c(-c2ccccc2)nc2cc(C)c(Br)c(C)n12 | -4
CN(C)c1ncnc2c1ncn2[C@H]1CN(CCN2CCOCC2)C[C@@H](CO)O1 | -1
CCc1nc2ccc(C(=O)Nc3cccc(NS(C)(=O)=O)c3)cn2c1N(CC)CCOC | -2
Cc1ccc(S(=O)(=O)N2C[C@H]3n4c(=O)ccc(=O)n4C[C@H](OC(=O)NC4CCCC4)[C@@]3(O)C2)cc1 | 0
O=C1NC(=S)NC(=O)C1Nc1ccc(Cl)cc1 | 3
CC1(C(=O)NS(=O)(=O)c2ccccc2)CCN1C(=O)CCc1ccccc1 (stereo not given) | -1
COc1ccc(-c2nc3ccc(Cl)cn3c2Cc2ccsc2)cc1OC | 2
CNc1nc(NCCCN2CCCC2=O)c2sccc2n1 | 1
CCOc1ccc(-c2cncc3nccn23)cc1 | -16
CN1OC[C@@H]2CN(Cc3cc(Cl)cc(Cl)c3)[C@H](c3cccc(-c4ccc(C#N)cc4)c3)C[C@@H]21 | 0
O=C(NC1CCCCC1)c1ccc([N+](=O)[O-])cc1 | 4
COc1ccc(-c2ccc3c(c2)S(=O)(=O)c2cccc(C(=O)N4CCN(c5ccccn5)CC4)c2C3=O)cc1OC | 16
CCN1C[C@@H]2[C@@H]3C(=O)N(Cc4ccccc4)C(=O)[C@@H]3[C@](CC)(C1=O)N2C(=O)c1ccc(Br)cc1 | -1
Cc1ccc(-c2cnc(C(O)c3ccc(C)cc3)[nH]2)cc1 (stereo not given) | -2
CC(=Nc1ccccc1)C1=C(O)C(Cc2cccc(F)c2)NC1=O (stereo not given) | -1
OC[C@@H]1CN(Cc2ccc(F)cc2)C[C@H](n2cnc3c(NCc4ccc(F)cc4)ncnc32)O1 | -2
CC(C)(C)N1CC(C(=O)Nc2ccc(C(N)=O)cc2)CC1=O (stereo not given) | 3
COc1ccc(CN2C(=O)CSCC2(C)C(=O)NCc2ccccc2)cc1 (stereo not given) | -1
CCCN1CCN(C(=O)c2ccc3[nH]c(C)c(C)c3c2)CC1 | -1
CC1(c2nnnn2-c2ccc3c(c2)OCCO3)CCC(=O)N1Cc1cccnc1 (stereo not given) | -1
COc1ccc(NC(=O)C[C@H]2C(=O)N(Cc3cccnc3)C[C@@H]2Cc2ccccc2)cc1 | 1
COc1cccc(OC(=O)c2ccccc2)c1OC(=O)c1ccccc1 | -1
CCNC(=O)C1(C)CCN1CCC(=O)c1ccc(C)cc1 (stereo not given) | 2
C=CCNc1ncnc2c1ncn2[C@H]1CN(Cc2ccc3c(c2)OCO3)C[C@@H](CO)O1 | 2
CCC(=O)N1CCC(C)(C(=O)Nc2ccc3c(c2)OCO3)C1 (stereo not given) | 2
COc1ccc(OC)c(-c2c3cc(O)c(=O)cc-3oc3cc(O)c(O)cc23)c1 | 12
CC(=O)Nc1ccc(-c2csc(Nc3cccc(C)n3)n2)cc1 | 1
COc1ccc(CCCNC(=O)C2(C)Cc3c(-c4cccc(C(N)=O)c4)ccnc3O2)cc1 (stereo not given) | -2
Cc1cc(C)cc(NC(=O)CCNC(=O)c2ccc([N+](=O)[O-])cc2)c1 | 1
C=CCCC(=O)N1C[C@@H](CO)[C@@H](NC)C[C@H]1c1ccccc1Br | 2
Cc1cccc(-c2cc3nc(C)cc(=O)n3[nH]2)c1 | 2
O=c1oc(-c2ccccc2)cc2ccccc12 | 1
Other entries follow:
SMILES | SENP1 FRET inh
NNC(=O)c1oc2nc(-c3ccc(Cl)cc3)cc(-c3ccccc3)c2c1N | -26
CSCCC(C(=O)Nc1c(C)cccc1C)N1CCN(c2ccc(C(F)(F)F)cn2)CC1 (stereo not given) | 2
CC1(CCC(=O)O)C(=O)CCC2C1CCC1(C)C2CCC1(C)O (stereo not given) | 2
CCOC(=O)C1(C)CCCN(C(=O)c2cccc(Cl)c2)C1 (stereo not given) | 4
C/C=C1\NC(=O)[C@H](C)NC(=O)[C@@H](NC(=O)[C@H](Cc2ccc(O)cc2)NC(=O)[C@@H](NC(=O)/C(C)=C/C)C(C)C)[C@@H](C)OC(=O)[C@H](CCCc2ccc(O)cc2)NC(=O)[C@@H](CCC(=O)OC)NC1=O | 5
O=C(NCc1ccccc1Cl)c1ccc2sc([C@H]3C[C@H](O)[C@@H](CO)O3)nc2c1 | -1

Part of the list above, tab-delimited.
SMILES	SENP1 FRET inh
CCNC(=O)C1(C)CCN1CCC(=O)c1ccc(C)cc1 (stereo not given)	2
C=CCNc1ncnc2c1ncn2[C@H]1CN(Cc2ccc3c(c2)OCO3)C[C@@H](CO)O1	2
CCC(=O)N1CCC(C)(C(=O)Nc2ccc3c(c2)OCO3)C1 (stereo not given)	2
COc1ccc(OC)c(-c2c3cc(O)c(=O)cc-3oc3cc(O)c(O)cc23)c1	12
CC(=O)Nc1ccc(-c2csc(Nc3cccc(C)n3)n2)cc1	1
COc1ccc(CCCNC(=O)C2(C)Cc3c(-c4cccc(C(N)=O)c4)ccnc3O2)cc1 (stereo not given)	-2
Cc1cc(C)cc(NC(=O)CCNC(=O)c2ccc([N+](=O)[O-])cc2)c1	1
C=CCCC(=O)N1C[C@@H](CO)[C@@H](NC)C[C@H]1c1ccccc1Br	2
Cc1cccc(-c2cc3nc(C)cc(=O)n3[nH]2)c1	2
O=c1oc(-c2ccccc2)cc2ccccc12	1
NNC(=O)c1oc2nc(-c3ccc(Cl)cc3)cc(-c3ccccc3)c2c1N	-26
CSCCC(C(=O)Nc1c(C)cccc1C)N1CCN(c2ccc(C(F)(F)F)cn2)CC1 (stereo not given)	2
CC1(CCC(=O)O)C(=O)CCC2C1CCC1(C)C2CCC1(C)O (stereo not given)	2
CCOC(=O)C1(C)CCCN(C(=O)c2cccc(Cl)c2)C1 (stereo not given)	4
C/C=C1\NC(=O)[C@H](C)NC(=O)[C@@H](NC(=O)[C@H](Cc2ccc(O)cc2)NC(=O)[C@@H](NC(=O)/C(C)=C/C)C(C)C)[C@@H](C)OC(=O)[C@H](CCCc2ccc(O)cc2)NC(=O)[C@@H](CCC(=O)OC)NC1=O	5
O=C(NCc1ccccc1Cl)c1ccc2sc([C@H]3C[C@H](O)[C@@H](CO)O3)nc2c1	-1

Not all compounds are listed, so the mix of outcomes need not match the whole.
